# From PubChem BioAssay
# K1F lysis inhibition: inhibition of K1F phage lysis, E. coli UTI89, bacterial capsule biogenesis inhibitors, alamar blue (AID 488966); E. coli UTI89 K1F phage lysis, alamar blue, 2 h; higher % means a stronger effect; inhibition, % at 100 µM; hits with a dose series show IC50 in µM; actives 0.02% (n = 340,000);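 active = phage lysis inhibition, versus mean bacterial control, above a set limit; inconclusive = no clear call, values can overlap the other calls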;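 also: capsule biogenesis inhibitors block K1F phage lysis so surviving cells raise fluorescence; higher fluorescence means more inhibition of phage lysis; actives were called in the ten point dose series up to 300 µM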
# The depositor's hits bear a star; ? = inconclusive; [ ] = dose if it differs, or a comment. A portion of the library (hit frequency here may not be typical).
SMILES,K1F lysis inhibition
O=C1c2ccccc2[C@@H]2C[C@@H](O)[C@H](Nc3cccc(Cl)n3)CCN12,0.2%
COC(=O)[C@@]1(Cc2ccccc2)[C@H]2C(=O)N(C)C(=O)[C@H]2[C@H]2CN=C(SCC3CC3)N21,0.4%
CCC1(c2ccc(Cl)cc2)NC(=O)N(CC(=O)NC2CCCC(C)C2C)C1=O (stereo not given),0.4%[50 µM]
Nc1ncnc2c1ncn2[C@@H]1O[C@H](CNC(=O)[C@@H](N)C2CCCCC2)[C@@H](O)[C@H]1O,0.3%
NN=C1C(=O)c2cccc3cccc1c23,-2.6%
CC(C)C[C@@H](CN1CCC[C@@H]1CN1C(=O)C(=O)NC[C@@H]1Cc1ccccc1)N1C[C@H](Cc2ccc(O)cc2)N(CCc2ccccc2)C(=O)C1=O,0.3%
CCCN(CC(=O)Nc1ccccc1C)C(=O)c1cnc(C)cn1,0.6%[50 µM]
Cn1ncc2c(N)nc(NCCO)nc21,1.3%
COc1ccc(C2=CCCCCC2)c(OC)c1OC,5.0%
O=C1[C@@H](Oc2ccccc2)[C@@H](c2ccccc2)N1c1cccnc1,0.0%
CCCCn1c(N)c(N(CCOC)C(=O)c2ccc(N3C(=O)c4ccccc4C3=O)cc2)c(=O)[nH]c1=O,0.7%[50 µM]
CN(Cc1ccccc1)C(=O)c1cccc(NC(=O)Cc2ccc(NC(=O)C3CCN(S(=O)(=O)c4cccc([N+](=O)[O-])c4)CC3)cc2)c1,0.1%
OCC1OC(n2cnc3c(SCc4ccccc4)nc(F)nc32)C(O)C1O (stereo not given),?
CC(C)C(OC(=O)C1=Cc2ccccc2OC1)C(=O)NCC1CCCO1 (stereo not given),-0.8%
CN1C[C@@H]2[C@@H]3C(=O)N(Cc4ccccc4)C(=O)[C@@H]3[C@](C)(C1=O)N2C(=O)c1ccc(F)cc1,0.8%
O=C1NC(=O)c2c(Br)c(Br)c(Br)c(Br)c21,-1.3%
CCOc1ccc(NC(=O)CN(C)C(=O)c2ccc3c(c2)S(=O)(=O)N=C2CCCCCN23)cc1OCC,0.5%[50 µM]
NC(=O)c1cc(S(=O)(=O)N2CCOCC2)ccc1Sc1ccccc1N,1.0%[50 µM]
Cc1cc(C)c(S(=O)(=O)N2CCC3(CC2)OCCN3S(=O)(=O)c2cccs2)c(C)c1,-0.1%[50 µM]
CC(=O)OCC(=O)C1(O)CCC2C3CC(C)C4=CC(=O)CCC4(C)C3C(O)CC21C (stereo not given),1.5%
Cc1ccsc1C(=O)NNC(=O)c1ccncc1,0.4%[50 µM]
O=[N+]([O-])c1ccccc1Nc1cccc(F)c1,-4.3%
O=C(O)C1OC1(c1ccccc1Cl)c1ccccc1Cl (stereo not given),1.1%
O=C(O)C1CC(C(=O)O)SS1 (stereo not given),1.6%
Cc1cc(NC(=O)CN2C(=O)NC3(CCCCC3)C2=O)ccc1N1CCCC1,1.4%[50 µM]
# (listing goes on)
SMILES,K1F lysis inhibition
CC1(C)OC2CC3C4CCC5=CC(=O)CCC5(C)C4(F)C(O)CC3(C)C2(C(=O)CO)O1 (stereo not given),-0.9%
Nc1ccc2cc3[nH]c4cc(N)ccc4c3nc2c1,-0.7%
COc1ccc(CN2C[C@H]3CCCN3c3cc(Br)ccc3S2(=O)=O)cc1,0.4%
Cc1ccc(NC(=O)c2ccc(Cl)c(S(=O)(=O)Nc3c(C)n(C)n(-c4ccccc4)c3=O)c2)cc1Cl,1.4%[50 µM]
CCN1CCN(c2ccc(NC(=O)c3ccc(Cl)c(S(=O)(=O)N4CCCC4)c3)cc2)CC1,1.2%[50 µM]
CCc1ccccc1Nc1nc(N)nc(COC(=O)C2CCN(C(=O)c3ccc(F)cc3)CC2)n1,0.3%[50 µM]
O=C(CC(O)(CC(=O)OCc1ccccc1)C(=O)OCc1ccccc1)OCc1ccccc1,-1.0%
CCN(CC)CCNC(=O)c1ccc(NC(=O)Cc2ccc(OC)c(S(=O)(=O)N3CCOCC3)c2)cc1,0.0%[50 µM]
O=C(Nc1ccnn1C1CCNCC1)c1ccc2c(c1)OCO2,0.3%
COCCCNC(=O)C[C@H]1C[C@H](C(=O)N(C(C)C)C(C)C)[C@@]2(C)c3[nH]c4ccc(Cl)cc4c3CCN2C1=O,0.3%
Cc1sc2ncnc(N3CCC(C(=O)NNC(=O)COc4ccc(Cl)cc4)CC3)c2c1C,-0.3%[50 µM]
CC[C@@H](C)[C@H](N)C(=O)NC[C@H]1O[C@@H](n2cnc3c(N)ncnc32)[C@H](O)[C@@H]1O,0.0%
Nc1ccc(C(=O)Nc2ccc3cc(S(=O)(=O)O)ccc3c2)cc1,0.1%
O=C(COc1ccc(F)cc1)NCC1(N2CCCCC2)CCCCC1,0.0%[50 µM]
CCN(CC)CCNc1ccc(C)c2sc3ccc(O)cc3c(=O)c12,-4.0%
C#CCN1[C@@H]2CCN(C2)c2cc(Br)ccc2S1(=O)=O,-0.2%
CCOC(=O)CC1(C)NC(C(=O)O)C(C)(C)S1 (stereo not given),2.1%
O=C(NN=Cc1c(O)ccc2ccccc12)c1ccncc1,-3.5%
c1ccc(CNc2ncnc3[nH]ncc23)cc1,0.1%
O=C(COc1cccc(C(F)(F)F)c1)Nc1cccc(S(=O)(=O)NC2=NCCCCC2)c1,0.0%[50 µM]
CN(C)CC1CCC/C(=C\c2ccc(OC(=O)/C=C/c3ccc(Cl)c(Cl)c3)cc2)C1=O (stereo not given),-2.0%
CCCCN(C(=O)C1CC(=O)N(c2ccc3c(c2)OCCO3)C1)c1c(N)n(CC(C)C)c(=O)[nH]c1=O (stereo not given),0.0%[50 µM]
O=C(COc1ccc(Br)cc1)NNC(=O)Cc1ccc(S(=O)(=O)N2CCOCC2)s1,0.3%[50 µM]
CCCN1Cc2cc(OC)ccc2-c2ccccc2S1(=O)=O,0.3%
CN1C(=O)C(CC#N)(C2(CC#N)C(=O)N(C)c3ccccc32)c2ccccc21 (stereo not given),0.1%
# (continued)
SMILES,K1F lysis inhibition
O=C(CCNS(=O)(=O)c1ccc(Cl)cc1)N1CCN(c2ncccn2)CC1,1.8%[50 µM]
CCOc1ccc(C=NN2CCCCCC2)cc1OCC,-1.0%
CN(N=O)c1ccc(C=C2C=Cc3ccccc32)cc1,1.1%
CCOC(=O)/C=C/C(=O)Nc1cc(S(=O)(=O)Nc2ccc(OC)cc2)ccc1N1CCOCC1,0.4%[50 µM]
CSC(=Nc1ccccc1)N=C(SCc1ccccc1)N(C)C,-5.2%
CC(C)n1c(CNC(=O)c2ccccc2F)nnc1SCC(=O)c1ccc(F)cc1,-0.3%
COc1ccccc1C(CNC(=O)c1cccc(S(=O)(=O)Nc2ccc(F)cc2)c1)N1CCCC1 (stereo not given),0.2%[50 µM]
Cc1ccc(S(=O)(=O)N2C[C@@H]3[C@H]4CC[C@H](C4)[C@@H]3[C@@H](C)C2CC(=O)c2ccccc2)cc1 (stereo not given in full),0.4%
COC(=O)C1CC2=C(CCCC2=O)N(Cc2ccccc2)C1=O (stereo not given),0.0%
O=C1CCC(c2ccccc2)N1c1ccccc1 (stereo not given),-3.1%
O=C(CC(=O)c1cccs1)c1ccncc1,2.9%
O=C(CCNS(=O)(=O)c1ccccc1)NCCCc1ccccc1,1.4%[50 µM]
O=C1CC(N2CCN(S(=O)(=O)c3ccccc3F)CC2)C(=O)N1c1ccccc1F (stereo not given),-0.3%
CC(NC(=O)c1cccc(S(=O)(=O)N2CCN(Cc3ccccc3)CC2)c1)c1ccc(Cl)cc1 (stereo not given),0.4%[50 µM]
CC(C(=O)O)n1cc(C#N)c(=O)[nH]c1=O (stereo not given),1.8%
Cc1ccc(-c2csc(N)n2)cc1,-4.2%
O=C(Cc1ccc2c(c1)OCCO2)Nc1cc(C(F)(F)F)ccc1N1CCOCC1,0.8%[50 µM]
C#CCOCCOCCOCCNc1nc(N2CCN(C(=O)Cn3cc(CC(C)O)nn3)CC2)nc(N2CCN(C(=O)[C@H]([C@@H](C)CC)n3cc(CCCCN)nn3)CC2)n1 (stereo not given in full),4.2%
Cc1cc(C)c2c(ccc3ccccc32)n1,3.6%
CCN(CC)CCNC(=O)c1nn(-c2ccc(Cl)cc2)c2c1CCc1cc(OC)ccc1-2,7.4%
Cc1c(Cl)cccc1NC(=O)CCN1C(=O)NC(C)(C)C1=O,1.0%[50 µM]
O=C(Cc1ccc(NC(=O)C2CCN(C(=O)c3ccccc3)CC2)cc1)Nc1cccc(C(=O)N2CCCCC2)c1,0.1%
O=C(C(c1ccccc1)C(O)(c1ccccc1)c1ccccc1)N1CCOCC1 (stereo not given),-1.1%
COc1ccccc1N1CCN(CC(=O)Nc2cc(C)nn2-c2nc(C)cc(C)n2)CC1,0.2%
Cc1ccc(S(=O)(=O)Nc2ccc3ccccc3c2)cc1,-2.3%
# The listing continues.
SMILES,K1F lysis inhibition
Cc1cc(NC(=O)COC(=O)[C@H](Cc2ccccc2)NC(=O)c2ccco2)no1,-1.1%
O=C1c2cc(Cl)ccc2-c2c(O)cc(Cl)cc21,-0.4%
O=C1c2ccccc2C(=O)N1CCCc1cn(C[C@H]2CC[C@H](Cn3cc(CCCN4C(=O)c5ccccc5C4=O)nn3)O2)nn1,0.2%
O=C(CNC(=O)c1ccc(Br)o1)Nc1ccc(N2CCCCCC2)cc1,1.3%[50 µM]
Cc1ccc(NC(=O)COC(=O)c2ccc(C)c(S(=O)(=O)N3CCOCC3)c2)cc1,1.2%[50 µM]
COc1ccc(NC(=O)CSc2n[nH]c(=O)n2C2CC2)cc1Cl,1.3%[50 µM]
CCCc1cc(=O)[nH]c(SCC(=O)Nc2sccc2C#N)n1,0.9%[50 µM]
O=C(OCC(O)C(O)C(O)COC(=O)c1ccccc1)c1ccccc1 (stereo not given),2.1%
COc1cc(O)c(C(=O)CC(=O)c2ccncc2)c(OC)c1,-1.1%
N#CC1=C(N)Oc2cc(N)ccc2C1c1ccccc1 (stereo not given),0.4%
CCN(C(=O)CSc1nnc(-c2ccccc2OC)n1N)c1c(N)n(Cc2ccccc2)c(=O)[nH]c1=O,0.8%[50 µM]
COc1ccc(-c2nc(SC(C)C(=O)NC3CC3)n[nH]2)cc1 (stereo not given),1.3%[50 µM]
CN(C(=O)CSc1nnc(-c2cccs2)n1C1CC1)C1CCS(=O)(=O)C1 (stereo not given),0.8%[50 µM]
CN(Cc1ccccc1Cl)C(=O)CCNC(=O)c1ccco1,1.0%[50 µM]
Cc1ccc(N2C(=O)N(CC(=O)N3c4ccccc4CC3C)C(=O)C2C)cc1 (stereo not given),-0.4%[50 µM]
Cc1ccc(S(=O)(=O)Oc2ccccc2)cc1,-1.7%
Cc1c(N)cccc1Cl,-1.2%
Cc1ccnn1-c1ccc(C(=O)OCC(=O)Nc2ccc(F)cc2)cc1,1.0%[50 µM]
Cc1ccc(C)c(N2CCN(C(=O)CCc3nc(-c4cccc(C(F)(F)F)c4)no3)CC2)c1,-0.1%
Cc1cccc(NC(=O)c2cc(S(=O)(=O)N3CCCCC3)ccc2Cl)n1,1.1%[50 µM]
COc1ccc(-c2noc(CCC(=O)N3CCN(c4ccc(C(F)(F)F)cc4)CC3)n2)cc1,0.2%
COC(=O)C1CN(Cc2ccccc2)C(=O)C1=O (stereo not given),1.0%
Cn1c(O)c(N=NC(=O)Cc2c[nH]c3ccccc23)c2ccccc21,0.6%
O=C1C(Cl)=C(NCc2ccco2)C(=O)c2ccccc21,-4.2%
CCC1(CC)C(=O)NC(=S)N=C1N,1.2%

# 2 entries from above, tab-delimited:
SMILES	K1F lysis inhibition
O=C1c2ccccc2C(=O)N1CCCc1cn(C[C@H]2CC[C@H](Cn3cc(CCCN4C(=O)c5ccccc5C4=O)nn3)O2)nn1	0.2%
O=C(CNC(=O)c1ccc(Br)o1)Nc1ccc(N2CCCCCC2)cc1	1.3%[50 µM]

# Additional results follow:
SMILES,K1F lysis inhibition
CCn1c(=S)[nH]c2c(=O)n(C)c(=O)n(C)c21,-1.7%
CC(C1=C(CCN(C)C)Cc2ccccc21)c1ccccn1 (stereo not given),1.9%
Cc1cc(C(=O)CCC(=O)N(C)CC(=O)Nc2ccc(OC(F)(F)F)cc2)c(C)s1,0.2%[50 µM]
O=C(Nc1ccn(CCCNCc2ccccn2)c(=O)n1)OCc1ccccc1,0.1%
C=CCOc1ccc2c(c1)CCC1C2CCC2(C)C(O)C(O)CC12 (stereo not given),4.4%
O=[N+]([O-])c1c(O)c(Cl)cc(Cl)c1Cl (tested in a mixture with another compound),-4.9%
O=[N+]([O-])c1ccc(C=NNc2ccc(S(=O)(=O)O)cc2)cc1,0.8%
Cn1ncc2c(=O)[nH]nnc21,-2.1%

# Structural class: the entries above with an aryl methoxy group.
SMILES,K1F lysis inhibition
COc1ccc(C2=CCCCCC2)c(OC)c1OC,5.0%
COc1ccc(CN2C[C@H]3CCCN3c3cc(Br)ccc3S2(=O)=O)cc1,0.4%
CCN(CC)CCNC(=O)c1ccc(NC(=O)Cc2ccc(OC)c(S(=O)(=O)N3CCOCC3)c2)cc1,0.0%[50 µM]
CCCN1Cc2cc(OC)ccc2-c2ccccc2S1(=O)=O,0.3%
CCOC(=O)/C=C/C(=O)Nc1cc(S(=O)(=O)Nc2ccc(OC)cc2)ccc1N1CCOCC1,0.4%[50 µM]
COc1ccccc1C(CNC(=O)c1cccc(S(=O)(=O)Nc2ccc(F)cc2)c1)N1CCCC1 (stereo not given),0.2%[50 µM]
CCN(CC)CCNC(=O)c1nn(-c2ccc(Cl)cc2)c2c1CCc1cc(OC)ccc1-2,7.4%
COc1ccccc1N1CCN(CC(=O)Nc2cc(C)nn2-c2nc(C)cc(C)n2)CC1,0.2%
COc1ccc(NC(=O)CSc2n[nH]c(=O)n2C2CC2)cc1Cl,1.3%[50 µM]
COc1cc(O)c(C(=O)CC(=O)c2ccncc2)c(OC)c1,-1.1%
CCN(C(=O)CSc1nnc(-c2ccccc2OC)n1N)c1c(N)n(Cc2ccccc2)c(=O)[nH]c1=O,0.8%[50 µM]
COc1ccc(-c2nc(SC(C)C(=O)NC3CC3)n[nH]2)cc1 (stereo not given),1.3%[50 µM]
COc1ccc(-c2noc(CCC(=O)N3CCN(c4ccc(C(F)(F)F)cc4)CC3)n2)cc1,0.2%
